# Screening data (PubChem)
# EBV LMP1 NFkB = EBV LMP1-driven NF-kappaB luciferase reporter inhibitors, primary screen, cell-based, luminescence, single point. inhibition, % at 12.5 µM. 0.69% of 350,000 active. LMP1-induced NF-kappaB luciferase reporter cells; in the data active = inhibition above about 41%;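 also: 0% = neutral control wells and 100% = reference inhibitor control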
# Shn3 3UTR inh = reduction of Shn3 3'UTR firefly luciferase signal, primary screen, Schnurri-3 inhibitor project, cell-based, Clone20 osteoblasts, set 2; Clone20 osteoblast Shn3 3'UTR firefly luciferase, 24 h; inhibition, % at 12.5 µM; 0.52% of 360,000 active;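 active = mean inhibition of at least 75% with every replicate also reaching 75%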;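 also: 0% = median of neutral control wells and 100% = pilot-screen positive control compound; some compounds past the cut are filed as inactive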
# TWEAK-Fn14 inh = inhibitors of TWEAK-Fn14 signaling, primary screen, luciferase reporter cells, uHTS. inhibition, % at 10 µM. TWEAK-stimulated Fn14 reporter cells, luciferase luminescence, 8 h. 2% of 360,000 active; in the data active = inhibition above about 50%
# SRC3 inh = SRC3 coactivator transcriptional activity inhibitors, primary screen, cell-based, luminescence | Nuclear receptor coactivator 3 (Homo sapiens), Q9Y6Q9 | HEK293 GAL4-SRC3 luciferase reporter | inhibition, % at 3.6 µM | 0.17% of 360,000 active;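 active = inhibition above a per-campaign cutoff, the mean of all compounds plus 3 SD, cut at about 60% in these data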;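 also: 0% = DMSO-treated cells and 100% = gossypol-treated cells at 36 µM; higher means less SRC3-driven luciferase light from the GAL4 reporter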
# CF NFkB block = inhibitors of PAF-induced NF-kB signaling, primary screen, cell-based, GFP fluorescence, uHTS | inhibition, % at 5 µM | KKLEB NF-kB-GFP reporter, GFP fluorescence overnight | 0.86% of 360,000 active;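 active = at least 50% inhibition at 5 µM, scaled per plate between neutral and stimulator controls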;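 also: PAF is a Pseudomonas aeruginosa culture filtrate used as stimulus; plate controls were PAF-stimulated DMSO wells for no effect and unstimulated DMSO wells for full effect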
# C8 TRAIL sens = viability loss with TRAIL in NB7+C8 cells, primary screen, TRAIL sensitizer project, cell-based, ATPlite luminescence; inhibition (viability loss, TRAIL sensitization), % at 10 µM; 1% of 360,000 active;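 active = compounds causing at least 50% loss of cell viability in the single-dose screen, relative to plate controls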
# NR5A2 inv ag = LRH-1 (NR5A2) inverse agonists, primary screen, cell-based, luminescence, HEK293T, StAR-luciferase reporter; LRH-1 transfected, 24 h; Nuclear receptor subfamily 5 group A member 2 (Homo sapiens), O00482; 0.13% of 360,000 active; inhibition, % at 3.6 µM;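 active = inhibition above the mean inhibition of all tested compounds plus 3 SD, cut at about 73% in these data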;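 also: 0% = DMSO wells and 100% = reporter-only cells lacking LRH-1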
# KKLEB cytotox = cytotoxicity in KKLEB CF airway cells, primary screen, cytotoxicity control for CF NF-kB inhibitor project, cell-based, uHTS, fluorescence assay plates; KKLEB CF airway cells viability, ATPlite luminescence, overnight; stronger effect = lower value; cells stimulated with P. aeruginosa culture filtrate; activity change (cytotoxicity), % at 5 µM; 0.36% of 360,000 active;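 active = corrected activity change at or below -50% at 5 µM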
# NR2F2 inh = NR2F2 transcriptional activity inhibitors, primary screen, cell-based, luciferase reporter, HEK293T, luminescence; COUP transcription factor 2 (Homo sapiens), P24468; HEK293T NGFI-A luciferase reporter; inhibition, % at 8.6 µM; 0.7% of 370,000 active;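 active = inhibition above a per-plate cutoff, mean inhibition of test wells between control levels plus 3 SD, cut at about 38% in these data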;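 also: cells cotransfected with COUP-TFII expression vector driving the NGFI-A reporter; 0% = median of COUP-TF2 test wells and 100% = reporter-only cells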
# TROY signal inh = inhibitors of TROY-driven NF-kB signaling, primary screen, Q293 LMP1-TROYcd cells, NF-kB luciferase, uHTS; Q293 LMP1-TROYcd NF-kB luciferase reporter, 4 h; inhibition, % at 10 µM; 0.98% of 360,000 active;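 active = compounds whose plate-normalised and pattern-corrected inhibition of the luciferase reporter signal at the single screening dose is 50% or more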
# SRC1 inh = SRC1 coactivator transcriptional activity inhibitors, primary screen, cell-based, luminescence | Nuclear receptor coactivator 1 (Homo sapiens), Q15788 | HEK293 GAL4-SRC1 luciferase reporter | inhibition, % at 3.6 µM | 0.12% of 360,000 active | AID 588354, 2011;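 active = inhibition above the campaign mean plus 3 SD, with each screening campaign given its own cutoff, cut at about 60% in these data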;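 also: 0% = DMSO treated cells and 100% = gossypol at 36 µM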
# Target sequence (Q15788 whole entry, looked up, the tested form may be a part): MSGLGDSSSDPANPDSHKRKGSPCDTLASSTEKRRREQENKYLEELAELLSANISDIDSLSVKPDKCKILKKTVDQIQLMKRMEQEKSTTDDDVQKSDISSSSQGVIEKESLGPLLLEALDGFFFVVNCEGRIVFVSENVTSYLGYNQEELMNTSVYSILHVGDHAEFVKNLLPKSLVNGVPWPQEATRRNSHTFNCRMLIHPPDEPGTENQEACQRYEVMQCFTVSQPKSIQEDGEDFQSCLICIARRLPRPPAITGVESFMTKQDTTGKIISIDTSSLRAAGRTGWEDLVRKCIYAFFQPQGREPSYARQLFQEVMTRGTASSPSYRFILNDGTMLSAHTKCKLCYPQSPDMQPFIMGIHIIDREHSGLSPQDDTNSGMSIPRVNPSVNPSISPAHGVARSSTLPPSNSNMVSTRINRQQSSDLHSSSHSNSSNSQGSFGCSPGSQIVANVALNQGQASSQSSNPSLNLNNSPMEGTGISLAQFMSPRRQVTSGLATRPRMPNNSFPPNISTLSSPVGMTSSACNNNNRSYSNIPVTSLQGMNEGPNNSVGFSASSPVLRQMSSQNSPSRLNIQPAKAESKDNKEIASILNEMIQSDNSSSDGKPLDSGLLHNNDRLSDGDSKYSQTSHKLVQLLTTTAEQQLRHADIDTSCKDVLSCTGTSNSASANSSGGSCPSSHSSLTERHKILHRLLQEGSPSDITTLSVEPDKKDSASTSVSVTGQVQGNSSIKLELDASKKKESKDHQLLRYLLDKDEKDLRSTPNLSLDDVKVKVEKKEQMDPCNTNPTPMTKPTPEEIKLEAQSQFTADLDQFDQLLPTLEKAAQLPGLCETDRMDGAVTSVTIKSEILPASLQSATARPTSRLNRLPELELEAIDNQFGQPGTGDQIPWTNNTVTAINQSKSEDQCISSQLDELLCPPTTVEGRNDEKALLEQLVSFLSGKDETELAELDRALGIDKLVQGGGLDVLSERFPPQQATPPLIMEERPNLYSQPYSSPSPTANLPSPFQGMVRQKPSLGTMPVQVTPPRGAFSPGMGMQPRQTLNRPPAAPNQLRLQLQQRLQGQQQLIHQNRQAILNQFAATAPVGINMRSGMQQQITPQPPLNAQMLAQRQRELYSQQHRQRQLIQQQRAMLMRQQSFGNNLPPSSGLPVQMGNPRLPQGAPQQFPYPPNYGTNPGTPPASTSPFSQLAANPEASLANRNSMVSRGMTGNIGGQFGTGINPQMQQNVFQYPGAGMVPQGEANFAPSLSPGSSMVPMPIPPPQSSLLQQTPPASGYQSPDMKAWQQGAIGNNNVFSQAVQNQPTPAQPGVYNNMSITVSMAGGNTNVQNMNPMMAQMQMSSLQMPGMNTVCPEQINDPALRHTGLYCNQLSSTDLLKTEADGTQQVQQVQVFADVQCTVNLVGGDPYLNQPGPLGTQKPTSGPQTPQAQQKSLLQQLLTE
# * = called active by the depositor; . = not tested or not shown; & = joins results of further samples.
SMILES,EBV LMP1 NFkB,Shn3 3UTR inh,TWEAK-Fn14 inh,SRC3 inh,CF NFkB block,C8 TRAIL sens,NR5A2 inv ag,KKLEB cytotox,NR2F2 inh,TROY signal inh,SRC1 inh
COc1ccc(CC(=O)NCc2ccc(F)cc2)cc1S(=O)(=O)N1CCOCC1,0,-2,3,-8,10,1,6,6,10,4,-31
CC1(C(=O)NCCN2CCOCC2)C=CCN1C(=O)c1ccccc1 (stereo unspecified),-18,-35,-32,-16,4,-4,-40,0,-18,-39,-18
COc1ccc(C2(CNC(=O)C(=O)Nc3ccc(C)cc3)CCOCC2)cc1,-9,-4,-15,7,4,1,8,-2,-10,-28,-22
CCOc1ccc(-c2ccc(C=O)o2)c([N+](=O)[O-])c1,10,-10,-4,-7,-14,-3,-3,-8,-18,-4,-13
CC(C)CNC(=O)c1ccccc1Oc1ccccc1,3,3,9,24,13,10,11,-4,-3,4,5
O=C(CCSc1nnc(-c2ccco2)o1)Nc1ccc(Cl)cc1,-5,42,9,4,-9,1,1,6,15,8,-4
O=C(COC(=O)c1ccc([N+](=O)[O-])o1)Nc1ccc2c(c1)OCO2,-5,3,15,4,-1,-5,22,6,2,-17,-13
O=S(=O)(Nc1c(F)cccc1F)c1ccc2c(c1)OCCO2,-2,4,39,2,6,9,11,-2,-15,3,8
COc1ccccc1N1CCN(Cc2cc3c(cc2[N+](=O)[O-])OCO3)CC1,0,12,-7,3,-5,-10,-3,6,9,1,2
Cc1ccc([N+](=O)[O-])cc1S(=O)(=O)NCc1cccnc1,3,-6,24,16,5,5,13,0,-12,-22,-62

# Quoted from the listing:
# NR2F2 inh with `Cc1ccc([N+](=O)[O-])cc1S(=O)(=O)NCc1cccnc1` → -12
# EBV LMP1 NFkB with `CC(C)CNC(=O)c1ccccc1Oc1ccccc1` → 3
# NR5A2 inv ag with `CC1(C(=O)NCCN2CCOCC2)C=CCN1C(=O)c1ccccc1` (stereo unspecified) → -40

# (further entries)
SMILES,EBV LMP1 NFkB,Shn3 3UTR inh,TWEAK-Fn14 inh,SRC3 inh,CF NFkB block,C8 TRAIL sens,NR5A2 inv ag,KKLEB cytotox,NR2F2 inh,TROY signal inh,SRC1 inh
CCOc1ccc(-c2nnn(CC(=O)NCc3cccs3)n2)cc1,-5,-29,-22,-11,-12,-22,-7,-4,-8,-20,4
CC(C)N(C1=CC(=O)OC12CCCCC2)C(C)C,-5,16,-10,2,-4,-17,-9,7,-12,-14,-2
O=C(O)c1ccc2c(c1)S(=O)(=O)c1cc(N3CCN(c4cnccn4)CC3)ccc1C2=O,0,4,-6,-8,13,-12,-6,-2,15,4,-10
CCN1CCCC1CNC(=O)c1cc(OC)c(OC)c(OC)c1 (stereo unspecified),1,-6,0,-13,-11,1,15,2,7,3,1
Cc1ccc(C(C)C)c(OCC(=O)Nn2c(C)nc3ccccc3c2=O)c1,3,-7,-7,13,7,11,5,1,-1,3,3
Cc1ccc(S(=O)(=O)CCC(=O)OCC(=O)N(C)CC(=O)Nc2ccc(F)cc2)cc1,-4,-4,13,-9,6,-13,-7,16,4,-7,8
COc1cc(C(c2sc3ncnn3c2O)N2CCN(c3ccccc3F)CC2)cc(OC)c1OC (stereo unspecified),5,10,6,5,-3,-6,0,-6,9,-19,-70
CC(C)NC(=O)N(C)C[C@H]1Oc2ccc(NS(=O)(=O)c3ccccc3)cc2C(=O)N([C@H](C)CO)C[C@H]1C,-1,-8,-2,15,3,-2,-9,-24,2,11,1
Cc1ccc(NC(=O)c2cc(NC(=O)c3ccco3)ccc2N2CCOCC2)cc1,4,22,11,-1,0,29,6,-7,-7,-14,1
CNc1ncnc(Sc2nc(N)nc3nc[nH]c23)c1[N+](=O)[O-],0,-3,27,54,4,74*,66,5,-2,2,29

# Some entries already given, limited to CF NFkB block:
SMILES,CF NFkB block
CC(C)N(C1=CC(=O)OC12CCCCC2)C(C)C,-4
O=C(O)c1ccc2c(c1)S(=O)(=O)c1cc(N3CCN(c4cnccn4)CC3)ccc1C2=O,13

# Following part:
SMILES,EBV LMP1 NFkB,Shn3 3UTR inh,TWEAK-Fn14 inh,SRC3 inh,CF NFkB block,C8 TRAIL sens,NR5A2 inv ag,KKLEB cytotox,NR2F2 inh,TROY signal inh,SRC1 inh
Cc1cccc(CSCCNC(=S)Nc2ccccc2)c1,-4,-2,-9,14,-1,-4,12,-3,15,10,-8
Cc1ccc(C(=O)OC(C)C(=O)c2cc(C)c(C)cc2C)o1 (stereo unspecified),-4,-8,-14,21,-29,6,7,13,.,-26,1
CCN1CCN(C(=O)Cn2nc(C)c3sc4ccccc4c3c2=O)CC1,0,-1,-1,9,-1,4,7,3,3,-17,1
CCCc1nnc(NC(=O)CCC(=O)N2CCN(Cc3ccc(OC)c(F)c3)CC2)s1,20,11,11,16,15,-3,14,-7,13,9,3
COc1cc(C2NCCC(=O)C2(C)C)cc(OC)c1OC (stereo unspecified),-5,-9,10,4,2,0,4,-4,7,-5,-64
Cn1c(SCC(=O)N2CCOCC2)nnc1-c1ccco1,4,18,-9,-3,22,10,9,-6,5,-7,-4
O=C(NNC(=S)Nc1ccccc1Cl)c1ccncc1,-9,-13,-22,-18,-14,-1,-58,-6,-2,-51,-47
Cc1ccc(Nc2nc(N)[nH]c(=O)c2N=O)cc1,8,-31,10,-19,-12,-1,-10,2,10,-8,-12
Cc1cccc(/C(N)=N/OC(=O)c2ccccc2Cl)c1,-27,-42,31,-86,-32,60*,-165,1,-64,4,-142
C[c-]1[c-](C)[c-](C)[c-](C)[c-]1C.[Fe].c1cc2nccc(N3CCCC3)[c-]2c1 (stereo unspecified),5&1,-38&-3,15&1,-8&-3,-14&4,47&34,8&7,6&0,25&5,-13&-4,-6&-5
Cc1ccccc1NC(=O)c1ccc2nccnc2c1,0,-20,0,4,1,-11,0,3,-8,-21,6
CCC1CCCCN1S(=O)(=O)c1ccc2c(c1)CCN2C(=O)C1CCC1 (stereo unspecified),-1,8,7,-13,22,26,-6,-21,-6,4,-16
O=C(CSc1nnnn1-c1ccc2c(c1)CCC2)Nc1ccc2c(c1)OCCO2,-2,0,27,13,7,23,-2,2,-7,-1,-23
O=C(CSc1oc(-c2ccco2)nc1S(=O)(=O)c1ccccc1)NCC1CCCO1 (stereo unspecified),-3,-3,17,2,10,-21,-1,-5,-22,5,-11
CC(C)CN(C(=O)c1cc(=O)[nH]c2ccccc12)c1c(N)n(Cc2ccccc2)c(=O)[nH]c1=O,6,-5,3,7,-13,9,-4,12,4,-8,2
CC(=O)NC(CC(=O)NCCN1C(=O)S/C(=C\c2ccccc2)C1=O)c1ccccc1 (stereo unspecified),5,72,6,21,18,7,9,-4,8,-12,5
O=C(Cn1sc2ccccc2c1=O)N1CCN(C(=O)c2ccco2)CC1,-2,-20,-11,-13,-10,18,-9,4,4,-14,-11
CCN(CC(=O)Nc1ccc(NC(C)=O)cc1)C(=O)c1ccc(COc2ccc(C(C)(C)C)cc2)cc1,23,45,53*,-19,14,11,-57,0,51*,33,-12
COc1ccc(/C=C2/N=C3CCCCCN3C2=O)cc1,-5,-15,-34,-9,15,7,-10,-3,-25,-44,-7
O=C(CSC1=NS(=O)(=O)c2cc(Cl)ccc2N1)Nc1ccccc1F,-1,-6,2,-2,5,2,-1,1,9,-22,-2
CC(C)CC(=O)Nc1c2c(nn1-c1ccc([N+](=O)[O-])cc1)CS(=O)(=O)C2,-6,-26,23,9,5,9,4,5,13,9,22
CCc1ccc(C(O)c2ncc(-c3ccccc3F)[nH]2)cc1 (stereo unspecified),.,-3,-18,-50,2,13,-49,-3,-40,-33,-71
O=C(CCC(=O)c1cccs1)Nc1ncccc1O,6,-7,-1,11,-12,-1,-6,-14,2,-24,-16
Nc1ncnc2[nH]c(=S)[nH]c12,2,-23,-6,2,2,5,14,0,14,10,1
Cc1c(NC(=O)C(C)OC(=O)CCc2c[nH]c3ccccc23)c(=O)n(-c2ccccc2)n1C (stereo unspecified),-4,-49,10,0,16,3,11,-11,5,12,-5
COc1ccc2c3c([nH]c2c1)C1CC2C(CC(O)C(OC)C2CO)CN1CC3 (stereo unspecified),-3,-5,17,-5,-13,-23,-24,8,1,7,-15
Cc1nn(-c2ccccc2)c(Cl)c1C(=O)OC(C)C(=O)Nc1ccc2c(c1)OCO2 (stereo unspecified),1,6,-11,14,-12,1,14,-4,-64,-8,-5
O=C(O)/C=C/c1ccc(-n2ccnc2)cc1,-13,-13,4,11,-3,26,-3,2,-2,4,4
C=CCn1c2ccccc2c2nnc(SCN3C(=O)c4ccccc4C3=O)nc21,-21,6,-12,15,9,-1,18,-6,10,32,-13
Cc1nn(C)cc1/C=N/NC(=O)c1sc2ccccc2c1Cl,-2,-14,-2,6,7,8,-7,-9,5,-9,9
NS(=O)(=O)c1ccc(CNC(=O)Cn2nc(C(F)F)cc2C(F)F)cc1,-5,-5,10,20,-8,-17,-23,8,-7,-11,-5
COc1ccc(C2N=C(N)N=C(N)N2c2ccccc2)cc1OC (stereo unspecified),2,1,-11,3,11,-24,-1,-7,6,-14,-9
CC(C)COP(=O)(c1ccc(N(C)C)cc1)C(O)c1ccccn1 (stereo unspecified),-9,6,-2,11,-4,31,1,2,-3,6,2
Cn1c(CCNC(=O)c2ccco2)nc2cc(NS(=O)(=O)c3ccccc3)ccc21,13,2,2,11,8,-23,-1,-3,20,3,7
COc1ccccc1C1SCCN1S(C)(=O)=O (stereo unspecified),1,-16,19,5,-4,28,1,2,-6,19,-17
CC(=O)N1CCC2(CC1)NC(=O)N(c1ccccc1)N2,-10,-2,-25,-4,8,-7,-4,-5,-19,-2,-18
CC(C)n1c(CCCO)nc2ccccc21,0,5,-9,-2,-4,-11,-5,4,-11,3,-1
Cc1ccnc(NC(=O)CCC2CCCCC2)c1,-40,-57,-20,-82,3,63*,-94,-16,-44,-65,-74
CC(=O)Nc1cc(-c2cccnc2)cn2c(-c3ccc(F)cc3)cnc12,.,2,6,-5,-5,-12,60,-21,-7,-11,-8
COc1ccc(Cl)cc1CC1(C)C(=O)Nc2c(Cl)cccc21 (stereo unspecified),.,-2,-3,2,-57,-13,-17,20,-1,7,-18
CC(C)CCNC(=S)Nc1ccc([N+](=O)[O-])cc1,0,25,16,-14,20,6,-27,2,5,36,-6
Cc1nn(C)c(C)c1C1Nc2ccccc2C(=O)N1O (stereo unspecified),-5,-10,-9,-17,-8,3,-11,1,-27,-40,-95
O=C1NC(=O)/C(=C\c2cn(Cc3ccccc3F)c3ccccc23)N1,-12,0,0,14,12,-1,-12,-11,10,-4,-4
Cc1ccc(C(=O)OC(C)C(=O)NC2CCCCC2C)cc1S(=O)(=O)N1CCOCC1 (stereo unspecified),6,-5,-4,1,0,14,-13,2,12,14,-2

# Not all compounds are listed, so the mix of outcomes need not match the whole.
